From PubChem BioAssay
MazEF act: MazEF (E. coli) toxin RNase activation. FAM/BHQ RNA-DNA oligo cleavage fluorescence, 5 h. activation, % at 20 µM. 0.32% of 350,000 active. P0AE70; in the data active means activation above about 50%
DUSP3 inh: inhibitors of human VHR1 phosphatase (DUSP3); P51452; recombinant VHR phosphatase, pNPP absorbance; inhibition, % at 13.3 µM; 0.52% of 290,000 active; in the data active means inhibition above about 50%; further: some compounds called inactive have numbers as strong as hits
Target sequence (P51452 whole entry, looked up): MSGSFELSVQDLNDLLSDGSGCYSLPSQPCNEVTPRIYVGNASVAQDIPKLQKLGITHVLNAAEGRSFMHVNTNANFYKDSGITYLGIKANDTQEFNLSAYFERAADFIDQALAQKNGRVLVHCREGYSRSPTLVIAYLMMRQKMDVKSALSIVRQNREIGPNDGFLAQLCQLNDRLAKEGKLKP
BoNT-A LC inh2: blocks Botulinum neurotoxin A light chain protease | multiplex microsphere protease substrate cleavage, flow cytometry | inhibition, % at 10 µM | 0.17% of 360,000 active | AID 588499; further: plate controls were buffer without enzyme for full effect and enzyme alone for no effect
PrPC TRFRET: reduces human prion protein on the cell surface | P04156 | cell surface PrPC, TR-FRET read-out | inhibition, % at 13.8 µM | 0.43% of 370,000 active; in the data active means inhibition above about 24%; further: 0% = median of the test wells and 100% = reference compound wells
CCHFV vOTU inh: CCHFV vOTU protease inhibition; Pep-AMC fluorescence; inhibition, % at 11.5 µM; 0.55% of 370,000 active; AID 651958; in the data active means inhibition above about 30%; further: 0% = vehicle wells with enzyme and 100% = no enzyme wells
PriA SSB inh: blocks PriA binding to SSB C-terminal tail | AlphaScreen SSBct-PriA binding, biotinylated peptide | inhibition, % at 33 µM | 0.6% of 430,000 active; in the data active means inhibition mostly above about 37%, no sharp cut-off; inactive means mostly below about 20%;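 further: plate controls were negative control peptide for no effect and reference peptide for full effect; strong numbers were not always called active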
Rv3671c inh: Rv3671c (M. tuberculosis) protease inhibition; P9WHR9; inhibition, % at 5.96 µM; 0.048% of 320,000 active; in the data active means inhibition above about 38%;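 further: extracellular domain of Rv3671c used as enzyme; 0% = enzyme with DMSO and 100% = no enzyme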
3CLpro inhibitor: SARS-CoV 3CLpro protease inhibition. AID 1706. inhibition, % at 6 µM. 0.14% of 290,000 active. recombinant SARS-CoV 3CLpro, quenched FRET peptide cleavage; in the data active means inhibition above about 12%
BoNT-F LC inh: blocks Botulinum neurotoxin F light chain protease; Multiplex microsphere protease cleavage assay, flow cytometry; inhibition, % at 10 µM; 0.22% of 360,000 active; in the data active means inhibition above about 35%, passing the limit was not always enough; inconclusive means no clear call, values can overlap the other calls; further: plate controls were buffer without enzyme for full effect and enzyme alone for no effect
Anthrax LF inh2: inhibitors of Bacillus anthracis lethal factor protease; P15917; multiplex microsphere protease cleavage assay, LF; inhibition, % at 10 µM; 0.12% of 360,000 active; AID 588501; further: plate controls were buffer without enzyme for full effect and enzyme alone for no effect
Target sequence (P15917 whole entry, looked up): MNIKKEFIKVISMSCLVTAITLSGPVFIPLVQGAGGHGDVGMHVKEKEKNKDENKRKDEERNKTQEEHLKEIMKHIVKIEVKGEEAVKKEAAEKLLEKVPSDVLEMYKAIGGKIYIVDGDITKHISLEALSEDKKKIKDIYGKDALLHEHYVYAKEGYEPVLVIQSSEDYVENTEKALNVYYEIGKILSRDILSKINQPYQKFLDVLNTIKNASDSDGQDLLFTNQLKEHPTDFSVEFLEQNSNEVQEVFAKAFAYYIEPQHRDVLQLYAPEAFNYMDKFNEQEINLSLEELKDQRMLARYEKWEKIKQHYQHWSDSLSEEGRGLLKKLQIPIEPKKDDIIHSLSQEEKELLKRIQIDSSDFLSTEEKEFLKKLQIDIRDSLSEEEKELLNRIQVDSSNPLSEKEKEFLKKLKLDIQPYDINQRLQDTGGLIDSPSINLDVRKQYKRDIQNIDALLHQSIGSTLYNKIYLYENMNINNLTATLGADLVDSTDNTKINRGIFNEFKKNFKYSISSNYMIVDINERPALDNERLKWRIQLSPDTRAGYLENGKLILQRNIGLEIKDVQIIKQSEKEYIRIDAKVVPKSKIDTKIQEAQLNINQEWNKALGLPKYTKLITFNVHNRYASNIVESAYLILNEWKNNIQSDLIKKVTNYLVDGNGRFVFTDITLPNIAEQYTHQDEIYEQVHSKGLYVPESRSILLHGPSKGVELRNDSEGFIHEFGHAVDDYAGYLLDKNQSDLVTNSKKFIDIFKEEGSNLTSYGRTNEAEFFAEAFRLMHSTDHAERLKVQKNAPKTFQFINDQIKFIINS
* marks the source's active call; other numbers are inactive results; ? = inconclusive; nt = not tested or not shown; & = joins results of further samples. Unless noted, no stated cut-off is given here; in the data, active means inhibition above about 30%; inconclusive means no clear call, values can overlap the other calls; inactive means below that.

SMILES	MazEF act	DUSP3 inh	BoNT-A LC inh2	PrPC TRFRET	CCHFV vOTU inh	PriA SSB inh	Rv3671c inh	3CLpro inhibitor	BoNT-F LC inh	Anthrax LF inh2
COc1ccc(CN2C(=O)COc3ccccc3C2c2nc3ccccc3[nH]2)cc1 (configuration not stated)	nt	nt	0.3	-5	3	nt	nt	nt	-9	-10
O=C(CCS(=O)(=O)c1ccccc1)N(CCCN1CCOCC1)c1nc2ccc(F)cc2s1	nt	nt	-1.2	3	10	2	3	nt	10	-5
CC1CC(C)(O)CC(C(O)CC2CC(=O)NC(=O)C2)C1=O (configuration not stated)	6	nt	-0.7	83*	12	-7	nt	nt	-15	-5
CCN1CCN(c2ccc(S(=O)(=O)N3CCCCC3)cc2NC(=O)/C=C/c2ccc(Cl)cc2)CC1	-8	nt	0.3	-5	10	29	nt	nt	-22	-3
CCc1c(C(=O)Nc2ncn(Cc3cccc(C)c3)n2)csc1C	5	4	?	-1	-14	-2	-8	-1	0	-6
CC(C)NS(=O)(=O)c1ccc(NC(=O)C(C)OC(=O)CCC2CCCC2)cc1 (configuration not stated)	-3	nt	-0.1	9	10	10	-5	nt	2	5
CN1CCN(S(=O)(=O)c2ccc(N3CCc4ccccc4C3)nc2)CC1	6	-7	-0.8	-8	-12	-13	5	-4	-3	-1
FC(F)(F)c1cnc2c(-c3ccc(Cl)cc3Cl)noc2c1	2	16	0.2	-7	-5	-9	8	-1	5	3
O=C(CCc1nc(-c2ccccc2)no1)Nc1cccc(C(=O)NC2CC2)c1	-5	nt	-0.4	-2	10	-8	-2	nt	-2	-7
CCNS(=O)(=O)c1ccc(NC(=S)NCC2CCCO2)cc1 (configuration not stated)	3	11	-0.8	9	0	-6	-8	3	-6	-1
CCOC(=O)C1=C(CC)OC(N)=C(C#N)C1c1ccc(OC)c(C)c1OC (configuration not stated)	-7	37	-1.8	-6	-5	-7	-2	-1	-12	-1
O=C(Cc1ccc(Cl)cc1)NC(=S)Nc1ccccc1O	4	0	2.2	0	-7	6	-6	5	-8	10
Cc1c(OCC(=O)N2CCC(C(N)=O)CC2)ccc2c1oc(=O)c1ccccc12	8	12	-0.8	-2	-24	-10	1	-1	-11	-9
COc1ccccc1NC(=O)CCSCCC(=O)Nc1ccccc1OC	4	2	0.7	1	8	-1	-3	0	-7	-2
CC(=O)N(C(C)=O)c1c(N2CCCC2)c2ccccc2oc1=O	4	4	-2.3	-2	3	-11	6	-4	-1	-9
Cc1cc(Br)ccc1OCCN1CCCC1	-1	-23	nt	-5	-1	-11	4	6	nt	nt
Cc1ccc(/C=C/S(=O)(=O)NCC(=O)OCC(=O)Nc2ccc(C(=O)N(C)C)cc2)cc1	-5	nt	-0.3	5	-1	-5	6	nt	-12	-4
CCC(=O)Nc1ccc(Cl)c(NC(=S)NC(=O)c2cc3ccccc3o2)c1	-9	15	-0.3	-1	-7	-4	9	-4	-9	-2
COc1ccc(CCNC(=O)CSc2nc(N)cc(=O)[nH]2)cc1OC	-11	15	-0.8	-4	-9	-14	14	0	-1	-7
Cc1ccc(SCCNC(=S)Nc2cc(C)cc(C)c2)cc1	-3	33	-0.2	6	6	2	-1	4	-3	-4
CC(=O)N1CCN(C(=O)c2cccc(S(=O)(=O)N3c4ccccc4CC3C)c2)CC1 (configuration not stated)	0	nt	-0.3	-1	10	-19	-3	nt	5	1
O=C(Nc1nnc(CSCc2ccc(F)cc2)s1)c1cccc([N+](=O)[O-])c1	-2	18	-1.9	-8	11	0	-4	-4	-21	-4
O=C(O)C(=O)Cc1c[nH]c2ccccc12	10	9	0.5	-7	1	-7	-13	3	-2	-2
[O-]/C(=C(\C(=S)Nc1ccc(SC(F)F)cc1)[n+]1cccc(CO)c1)c1ccc(Cl)s1	4	48	2.5	0	12	nt	-4	5	-4	-4
Oc1ccc(-c2nnc(-c3ccc(O)cc3)nn2)cc1	12	-5	0.6	-37	-3	1	0	4	-2	7
C=CCOc1ccccc1CNc1ccc2[nH]c(=O)[nH]c2c1	1	30	0.5	3	-8	12	5	3	-7	-4
O=C1N=C(N2CCOCC2)S/C1=C/c1ccc(-c2ccccc2Cl)o1	107*	0	0.1	-12	-5	-17	5	-6	3	-8
CC(C)(C)c1ccc(OCc2cnc(Cl)s2)cc1	-26	7	0.8	-3	14	-58	-6	2	2	-4
COc1ccc(/C=N/N=C2\SC(CC(=O)O)C(=O)N2c2ccccc2)c(OC)c1 (configuration not stated)	2	-17	-1.7	0	5	nt	-10	-2	-5	-8
COc1cccc(CNC(=O)c2ccc3c(c2)S(=O)(=O)N=C2CCCCCN23)c1	4	10	-1.9	-7	-5	-16	-1	-2	0	-2
CC(NC(=O)COC(=O)C1CSC2(C)CCC(=O)N12)C12CC3CC(CC(C3)C1)C2 (configuration not stated)	5	17	-0.3	4	-10	8	0	2	-2	-2
COc1ccc(C(=O)NNC(=O)CCc2ccccc2OC)cc1	4	31	-1.0	3	-11	-1	-1	5	-1	-1
O=S(=O)(c1cccc(S(=O)(=O)N2CCCC2)c1)N1CCCCC1	3	8	2.4	4	2	-5	5	0	6	1
C/C(CC(=O)Nc1ccccn1)=N\NC(=O)C(=O)Nc1cccc(C)c1	-3	41	-0.1	-1	-4	nt	12	-2	-1	3
COC(=O)c1cc2occc2n1Cc1nc(-c2ccccc2C)oc1C	-30	-15	-0.9	0	0	-11	0	2	-8	-7
O=c1cc(-c2ccccc2)oc2ccc(Cl)cc12	-1	nt	-0.2	3	-4	4	nt	nt	-5	-1
C/C(N)=C(/C#N)C(=O)COc1ccc(Cl)cc1Cl	-10	26	0.5	5	7	4	13	-2	2	1
O=C(c1cc2nc(-c3ccccc3)cc(C(F)(F)F)n2n1)N1CCCC1	16	nt	0.4	-8	-7	-31	nt	nt	2	-4
Fc1cccc(CSc2ccc(-c3ccc4c(c3)OCO4)nn2)c1	-4	-4	-0.7	7	17	-3	1	-2	-11	-5
COc1ccc(S(=O)(=O)Cc2ccc(C(=O)NCc3cccnc3)o2)cc1	-17	-2	0.2	4	-7	-7	12	-1	-4	11
O=C1NC[C@@H](CCCCN2C[C@H](Cc3ccc(O)cc3)N(CCc3ccc(O)cc3)C(=O)C2=O)N(CC2CCCCC2)C1=O	nt	nt	-0.1	6	-2	nt	nt	nt	-4	-5
COc1ccc(OC2C(=O)N(c3ccc(F)cc3)C2c2ccc(OC)c(OC)c2)cc1 (configuration not stated)	-2	17	-0.5	0	3	-4	-2	3	-6	0
CC(C)CC(NC(N)=O)C(=O)NCCc1ccc(Cl)cc1Cl (configuration not stated)	-1	7	0.3	-7	2	4	11	0	3	-4
Cc1cc(NC(=O)CSc2nc(C(C)C)nc3c2c(=O)n(C)c(=O)n3C)no1	4	-9	-0.8	3	-2	-13&-11	-1	-1	-6	-2
Nc1nc2n(n1)C(c1ccc(Cl)cc1)CC(c1ccc(F)cc1)N2 (configuration not stated)	3	21	-0.4	-4	-3	-7	-6	-1	-4	-4
CN(CC(=O)NC1CCCc2ccccc21)C1CCCCC1 (configuration not stated)	-2	16	-1.2	-7	-9	-11	4	5	-1	-3
CCC(Oc1ccccc1OC)C(=O)N1CC(=O)Nc2ccccc21 (configuration not stated)	1	25	-0.8	7	8	-14	8	2	-21	5
CC(=O)N/C(=C\c1ccccc1)C(=O)OC(C)C(=O)c1ccccc1 (configuration not stated)	5	nt	1.3	6	-5	8	-1	nt	5	-7
Cc1ccccc1C(=O)Nc1ccc(S(=O)(=O)N2CCN(C)CC2)cc1	4	13	-0.5	7	5	-1	1	-2	-4	-2
Cc1cccc(C)c1NC(=O)Cn1nc(C)n2cccc2c1=O	2	-17	-0.8	-5	6	-14	8	8	1	0
O=C(NC1(C(F)(F)F)C(=O)Nc2c1c(=O)[nH]c(=O)n2Cc1ccccc1)c1ccco1 (configuration not stated)	4	27	-1.0	-1	3	-14	-4	3	1	-2
COc1ccccc1CNC(=O)[C@H](C)NC(=O)C1CCN(C(=O)[C@@H](N)CCSC)CC1	-5	16	-0.9	4	-5	-14	0	-4	-11	-2
O=C(O)/C(=C\c1ccccc1)c1ccccc1	7	12	1.8	7	-3	-17	-15	2	-6	4
CCOC(=O)C1=C(C)NC(=O)CC1c1cc2c(cc1Br)OCO2 (configuration not stated)	7	22	0.0	-5	2	-5	9	1	-3	-1
Cc1cc(C)cc(N2CC(C(=O)OCC(=O)Nc3cc(C)on3)CC2=O)c1 (configuration not stated)	3	-5	-1.0	3	0	-4	0	-1	-9	8
Cc1ccc2cc(C(c3nnnn3C3CCCC3)N(Cc3cccnc3)Cc3ccco3)c(=O)[nH]c2c1 (configuration not stated)	-5	4	0.6	3	9	-8	-11	3	0	-2

Exported with bars between the fields: 14 of the compounds above
SMILES | MazEF act | DUSP3 inh | BoNT-A LC inh2 | PrPC TRFRET | CCHFV vOTU inh | PriA SSB inh | Rv3671c inh | 3CLpro inhibitor | BoNT-F LC inh | Anthrax LF inh2
CC(C)CC(NC(N)=O)C(=O)NCCc1ccc(Cl)cc1Cl (configuration not stated) | -1 | 7 | 0.3 | -7 | 2 | 4 | 11 | 0 | 3 | -4
Cc1cc(NC(=O)CSc2nc(C(C)C)nc3c2c(=O)n(C)c(=O)n3C)no1 | 4 | -9 | -0.8 | 3 | -2 | -13&-11 | -1 | -1 | -6 | -2
Nc1nc2n(n1)C(c1ccc(Cl)cc1)CC(c1ccc(F)cc1)N2 (configuration not stated) | 3 | 21 | -0.4 | -4 | -3 | -7 | -6 | -1 | -4 | -4
CN(CC(=O)NC1CCCc2ccccc21)C1CCCCC1 (configuration not stated) | -2 | 16 | -1.2 | -7 | -9 | -11 | 4 | 5 | -1 | -3
CCC(Oc1ccccc1OC)C(=O)N1CC(=O)Nc2ccccc21 (configuration not stated) | 1 | 25 | -0.8 | 7 | 8 | -14 | 8 | 2 | -21 | 5
CC(=O)N/C(=C\c1ccccc1)C(=O)OC(C)C(=O)c1ccccc1 (configuration not stated) | 5 | nt | 1.3 | 6 | -5 | 8 | -1 | nt | 5 | -7
Cc1ccccc1C(=O)Nc1ccc(S(=O)(=O)N2CCN(C)CC2)cc1 | 4 | 13 | -0.5 | 7 | 5 | -1 | 1 | -2 | -4 | -2
Cc1cccc(C)c1NC(=O)Cn1nc(C)n2cccc2c1=O | 2 | -17 | -0.8 | -5 | 6 | -14 | 8 | 8 | 1 | 0
O=C(NC1(C(F)(F)F)C(=O)Nc2c1c(=O)[nH]c(=O)n2Cc1ccccc1)c1ccco1 (configuration not stated) | 4 | 27 | -1.0 | -1 | 3 | -14 | -4 | 3 | 1 | -2
COc1ccccc1CNC(=O)[C@H](C)NC(=O)C1CCN(C(=O)[C@@H](N)CCSC)CC1 | -5 | 16 | -0.9 | 4 | -5 | -14 | 0 | -4 | -11 | -2
O=C(O)/C(=C\c1ccccc1)c1ccccc1 | 7 | 12 | 1.8 | 7 | -3 | -17 | -15 | 2 | -6 | 4
CCOC(=O)C1=C(C)NC(=O)CC1c1cc2c(cc1Br)OCO2 (configuration not stated) | 7 | 22 | 0.0 | -5 | 2 | -5 | 9 | 1 | -3 | -1
Cc1cc(C)cc(N2CC(C(=O)OCC(=O)Nc3cc(C)on3)CC2=O)c1 (configuration not stated) | 3 | -5 | -1.0 | 3 | 0 | -4 | 0 | -1 | -9 | 8
Cc1ccc2cc(C(c3nnnn3C3CCCC3)N(Cc3cccnc3)Cc3ccco3)c(=O)[nH]c2c1 (configuration not stated) | -5 | 4 | 0.6 | 3 | 9 | -8 | -11 | 3 | 0 | -2

Not all compounds are listed (hit frequency here may not be typical).
